NFkB transloc inh: inhibitors of IL-1B driven NFkB p65 nuclear import, primary screen, imaging, HUVEC, IL-1B stimulus, high-content imaging. HUVEC IL-1B NFkB p65 nuclear translocation imaging. inhibition, % at 2 µM. 94,000 compounds, 0.43% hits. AID 796, 2007;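 active means inhibition above about 30% together with a positive call from visual inspection of the well image, limit read from the data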;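 further: nuclear over cytoplasmic p65 intensity ratio measured by imaging; 0% = IL-1B stimulated DMSO wells and 100% = unstimulated DMSO wells; values of inactives mirror those of a sister screen read the other way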
Bcl-B TR3 displacers: displacers of TR3 peptide from Bcl-B, primary screen, selectivity assay for Bfl-1 inhibitor project, biochemical, fluorescence polarization. FP displacement of FITC-TR3 peptide from Bcl-B; higher % means a stronger effect. Bcl-2-like protein 10 (Homo sapiens). one-dose displacement, % at 20 µM; IC50 in µM for titrated hits. 96,000 compounds, 0.11% hits. AID 748, 2007;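 active means displacement above 50% at 20 µM plus a fluorescence interference ratio under 1.5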;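 further: plate controls were wells without compound for no effect and wells lacking Bcl-B protein for full effect; a part of the inactive calls stands beside numbers as strong as those of hits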
MRP reversal: reversal of MRP1-mediated doxorubicin resistance, primary screen, H69AR cells, doxorubicin co-treatment; differential viability (reversal), % at 10 µM; AID 602, 2007; H69AR cells + 2 uM doxorubicin, CellTiter-Glo, 72 h; 85,000 compounds, 0.04% hits;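 active means viability drop by adding the cancer drug above about 55%, with treated viability meeting a 40% cutoff, limit read from the data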;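 further: viability without doxorubicin minus viability with 2 µM doxorubicin for each compound; larger differential means the compound sensitizes cells more to doxorubicin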
PLAP inhibitors HTS: PLAP enzyme inhibitors, biochemical, luminescence, HTS (AID 690); Alkaline phosphatase, placental type (Homo sapiens); purified PLAP, luminescent substrate; higher % means a stronger effect; one-dose inhibition, % at 20 µM; IC50 in µM for titrated hits; 96,000 compounds, 0.08% hits; in the data active means a potency from the dose series; inactive means the rest, 99 in 100 with inhibition below about 30%; further: strong numbers were not always called active
NFkB transloc pot: enhancers of NFkB p65 translocation in HUVEC – imaging, IL-1B stimulus, high-content imaging, primary screen; 94,000 compounds, 0.3% hits; HUVEC IL-1B NFkB p65 nuclear translocation imaging; AID 819, 2007; activation, % at 2 µM;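 active means activation above 40%, about the mean plus 3 SD, also judged a hit on visual image review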;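 further: percent activation is computed from the nuclear over cytoplasmic p65 intensity ratio; values of inactives mirror those of a sister screen read the other way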
MRP reversal cytotoxicity: also measured in MRP reversal; calls as there; viability, %; H69AR cells, CellTiter-Glo, 72 h; measured here: cytotoxicity without doxorubicin
MRP reversal with doxorubicin: further read-out of MRP reversal, marked with its call; viability, %; measured here: viability with 2 uM doxorubicin; stronger effect = lower value
NFkB transloc inh cell count 2 µM: recorded beside NFkB transloc inh, whose call it bears; cell count; measured here: cells passing quality filter;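 raw number of nuclei counted in each imaged well without normalization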
NFkB transloc pot cell count 2 µM: second read-out of NFkB transloc pot, no call of its own (marks repeat the call); cell count; measured here: cells passing quality filter
Starred values were filed as active, the others as inactive; nt = not tested or not shown. Some of the compounds tested. The share of hits here may be higher or lower than overall.

SMILES	NFkB transloc inh	NFkB transloc inh cell count 2 µM	Bcl-B TR3 displacers	MRP reversal	MRP reversal cytotoxicity	MRP reversal with doxorubicin	PLAP inhibitors HTS	NFkB transloc pot	NFkB transloc pot cell count 2 µM
O=C(Nc1ccc(N2CCOCC2)c(Cl)c1)c1ncn[nH]1	-8	151	-11%	13	96	83	-20%	8	151
O=C(Nc1cccc2ccccc12)c1ccc(OC(=S)N2CCOCC2)cc1	nt	nt	4%	nt	nt	nt	4%	nt	nt
CCC(C)n1c(C)nc2c(c1=O)c1nc3ccccc3nc1n2CCC1=CCCCC1 (configuration not stated)	2	194	-14%	-5	4	8	-1%	-2	194
Cc1nn(C(C)(C)C)c(OC(=O)c2ccc3c(c2)OCO3)c1S(=O)(=O)c1ccccc1	-2	92	5%	-2	76	78	-34%	2	92
Cc1ccc(C(=O)NCC(=O)O)cc1S(=O)(=O)N1CCCCC1	nt	nt	6%	-2	99	101	-32%	nt	nt
CCc1nnc(NC(=O)CSc2nc3c(c(=O)n2-c2ccccc2OC)SCC3)s1	nt	nt	0%	1	76	74	5%	nt	nt
O=C(O)CCSCC(=O)Nc1c(C(=O)C2CC2)oc2ccccc12	5	167	3%	6	89	82	-18%	-5	167
COc1cc2c(cc1OC)C1(Nc3c-2c(C)nn3-c2ccccc2)C(=O)Nc2ccccc21 (configuration not stated)	-23	139	-8%	-4	101	104	-66%	23	139
O=C(NC1CCCc2ccccc21)C1CCN(S(=O)(=O)c2cnc[nH]2)CC1 (configuration not stated)	-13	126	0%	10	88	78	-84%	13	126
COc1cccc2c(=O)n(CC(=O)Nc3ccccc3F)ccc12	-13	169	2%	7	96	88	-14%	13	169
Cc1cc(C)n2nc(C(=O)OCC(=O)Nc3ccc4c(c3)OCO4)nc2n1	6	116	9%	-6	96	102	-4%	-6	116
COc1ccc(OCCCC(=O)Nc2cc([N+](=O)[O-])ccc2C)cc1	5	92	-17%	nt	nt	nt	6%	-5	92
COc1ccc(OC)c(NC(=O)c2ccc(CN3CCOCC3)cc2)c1	nt	nt	-2%	9	87	78	-56%	nt	nt
COc1ccc(NC(=O)CSc2nnc(-c3ccncc3)n2CC2CCCO2)c(OC)c1 (configuration not stated)	-7	129	3%	17	85	68	-12%	7	129
CCOC(=O)CSc1nnc(-c2c[nH]c3ccccc23)n1CC	nt	nt	-15%	5	92	87	11%	nt	nt
O=C(CSc1nc2c(c(C(F)(F)F)n1)CCc1ccccc1-2)NCc1ccc(F)cc1	-11	116	nt	-2	50	53	nt	11	116
Cc1ccc(S(=O)(=O)N2CCC(C(=O)Nc3nnc(COc4ccccc4)s3)CC2)cc1	-11	175	5%	-4	51	54	-18%	11	175
CCOC(=O)c1sc(NC(=O)C2CCCO2)c(C(=O)OC)c1C (configuration not stated)	12	103	nt	14	94	80	nt	-12	103
CN(C)c1ccc(C(=O)Nc2nc3c(s2)CCCC3)cc1	-10	77	1%	nt	nt	nt	11%	10	77
COc1ccc(C2CC(c3cccs3)=Nc3ccccc3S2)cc1 (configuration not stated)	-43	104	nt	-19	17	36	nt	43*	104*
O=C(NNC(=O)c1sc2ccccc2c1Cl)Nc1ccc(Cl)cc1	-16	174	3%	nt	nt	nt	3%	16	174
Cn1c(=O)oc2cc(S(=O)(=O)N3CCOCC3)ccc21	-3	157	-6%	7	96	89	20%	3	157
COc1ccccc1N1CCN(C(=O)c2nn(-c3ccccc3OC)c(=O)c3ccccc23)CC1	nt	nt	-10%	-2	76	78	-28%	nt	nt
O=C(O)C1CC(c2ccccc2F)=NO1 (configuration not stated)	-22	180	1%	-1	94	94	-1%	22	180
c1ccc2c(c1)OCC(CNc1ncnc3nc[nH]c13)O2 (configuration not stated)	nt	nt	-1%	-10	84	94	-61%	nt	nt
CC(C)CCNC(=O)c1nnc(Cc2ccc(Cl)cc2)o1	-6	182	-7%	-7	94	101	13%	6	182
CCOC(=O)c1[nH]c2cc3c(cc2c1NC(=O)CN1CCCCC1C)OCO3 (configuration not stated)	-4	143	10%	nt	nt	nt	-32%	4	143
Cn1c(SCC(=O)NCc2ccc3c(c2)OCO3)nnc1-c1cccs1	nt	nt	-8%	7	94	86	11%	nt	nt
CCOC(=O)Cc1csc(NC(=O)NC2(C(F)(F)F)Oc3ccccc3O2)n1	1	174	-14%	-2	17	19	-8%	-1	174
CN1CC(=O)NC1=NC(=O)C12CC3CC(CC(C3)C1)C2	-6	127	-7%	nt	nt	nt	-158%	5	127

Retrieved by structure from above:
SMILES	NFkB transloc inh	NFkB transloc inh cell count 2 µM	Bcl-B TR3 displacers	MRP reversal	MRP reversal cytotoxicity	MRP reversal with doxorubicin	PLAP inhibitors HTS	NFkB transloc pot	NFkB transloc pot cell count 2 µM
O=C(O)C1CC(c2ccccc2F)=NO1 (configuration not stated)	-22	180	1%	-1	94	94	-1%	22	180
COc1ccccc1N1CCN(C(=O)c2nn(-c3ccccc3OC)c(=O)c3ccccc23)CC1	nt	nt	-10%	-2	76	78	-28%	nt	nt
c1ccc2c(c1)OCC(CNc1ncnc3nc[nH]c13)O2 (configuration not stated)	nt	nt	-1%	-10	84	94	-61%	nt	nt

The listing continues:
SMILES	NFkB transloc inh	NFkB transloc inh cell count 2 µM	Bcl-B TR3 displacers	MRP reversal	MRP reversal cytotoxicity	MRP reversal with doxorubicin	PLAP inhibitors HTS	NFkB transloc pot	NFkB transloc pot cell count 2 µM
CC1(C)N([O-])C2=C(c3ccccc3C2=O)[N+](=O)C1(C)C	-20	76	10%	-11	98	109	21%	19	76
Cc1cc(C)cc(NC(=O)Cn2ncn3c(cc4ccccc43)c2=O)c1	-7	38	-26%	-8	96	105	11%	7	38
Cc1ccc(O)c(-c2cc3ccccc3[nH]2)c1	-12	128	-12%	-14	81	95	-32%	11	128
CCCCc1c(O)c2ccccc2[nH]c1=O	-4	128	-1%	-8	87	94	-23%	5	128
CC(=O)Nc1ccc(NS(=O)(=O)c2cc(C)sc2C)cc1	-4	106	5%	8	81	73	1%	4	106
Cc1cccc(-c2nc3ccccc3c3nncn23)c1	-20	162	-2%	0	91	91	3%	20	162
O=C1OC2(CCCCC2)OC(=O)C1=CNc1nc2ccccc2s1	-15	53	-3%	0	87	87	3%	15	53
O=C(CSc1nnnn1Cc1ccccc1)N1CCN(c2ccccc2)CC1	-13	107	-2%	7	89	82	-3%	13	107
CCOC(=O)CNC(=O)Cn1cnc2sc(C)c(S(=O)(=O)N3CCC(C)CC3)c2c1=O	-4	155	nt	nt	nt	nt	nt	4	155
CCCc1cc(=O)[nH]c(SCc2cccc(C)c2)n1	-10	136	0%	10	97	87	-22%	10	136
CCCOc1ccc2oc(=O)c3c(c2c1)CCCN3C(=O)CN(C)Cc1ccccc1	-14	147	-15%	10	85	76	-29%	14	147
O=C(CN1CCCCCC1)Nc1ccc(F)c(F)c1F	5	180	-9%	0	82	83	-28%	-5	180
CCOC(=O)Nc1ccc(OC)cc1S(=O)(=O)N1CCCCC1	-13	108	-1%	4	90	87	8%	13	108
CCn1c(SCC(=O)Nc2ccc(C(=O)OC)cc2)nnc1-c1cccs1	-22	156	-7%	13	91	78	12%	22	156
O=C(NCC1CCCO1)C(C(=O)c1ccccc1)n1cc(Cl)ccc1=O (configuration not stated)	2	108	-5%	35	96	61	4%	-2	108
COc1ccccc1NC(=O)N(Cc1ccc2c(c1)OCO2)Cc1nc2ccccc2c(=O)[nH]1	-4	106	-9%	-10	9	20	-15%	4	106
O=C(CCCn1c(=O)c2ccccc2n(CC(=O)NCc2ccco2)c1=O)NCc1ccco1	-9	163	-8%	-1	83	85	4%	9	163
O=C(O)C1CC(=O)n2c(nc3ccccc32)S1 (configuration not stated)	-16	143	-11%	14	104	91	16%	16	143
Cc1ccccc1CS(=O)(=O)CCC(=O)NCCCN1CCN(c2ccccc2F)CC1	7	82	-2%	-3	83	86	-25%	-7	82
O=C1C(C=NCCCn2ccnc2)=C(O)c2ccccc21	-8	122	nt	38	115	77	nt	9	122
Cn1c(Cn2nnc3ccccc32)nnc1SCC(=O)N1c2ccccc2CCc2ccccc21	nt	nt	-3%	-27	54	81	-64%	nt	nt
Cc1cccc(NC(=O)C2CCCN2S(=O)(=O)c2cccc3cccnc23)c1 (configuration not stated)	-2	172	-11%	0	79	78	19%	2	172
O=S(=O)(Cc1ccccc1)N1CCc2ccccc2C1	-8	164	-16%	6	97	91	14%	8	164
Cc1ccc2[nH]c(=O)c(C(c3nnnn3CCc3ccccc3)N3CCOCC3)cc2c1 (configuration not stated)	-12	145	-14%	12	91	79	-43%	12	145
O=C(CSc1nnc(CNC(=O)c2ccco2)o1)NC1CCCC1	-4	45	1%	21	93	72	-16%	4	45
COC(=O)CC(=O)CSc1nc2c(cc1C#N)CCCCC2	-33	139	-4%	24	81	56	15%	33	139
CCN(CC)C(=O)CSc1nnc(-c2cccs2)n1Cc1ccco1	-9	188	-2%	14	92	78	0%	9	188
O=C(c1ccco1)c1cn(CC(=O)N2CCCc3ccccc32)c2ccccc12	3	122	-26%	-16	66	82	-58%	-3	122
O=C(NC1CC2CCCC(C1)N2S(=O)(=O)c1ccccc1)C1CCCCC1 (configuration not stated)	0	65	-2%	15	101	86	-9%	0	65
Fc1ccccc1N1CCN(C(c2ccncc2)c2nnnn2C2CCCC2)CC1 (configuration not stated)	nt	nt	-7%	-1	81	82	-49%	nt	nt
Cc1ccnc(SCC(=O)N2CCC(C(N)=O)CC2)n1	-28	125	-6%	-13	99	112	-6%	28	125
FC(F)(F)c1cccc(CN2CCCCCC2)c1	nt	nt	-10%	-17	94	111	-1%	nt	nt
COc1ccc(C(=O)Nc2sc3c(c2C(=O)NCc2ccco2)CCCC3)cc1OC	13	99	-6%	1	36	35	-70%	-13	99
Cc1nc(NC(=S)NC(=O)c2cccs2)sc1C(=O)N(C)C	0	162	-4%	nt	nt	nt	-4%	0	162
Cc1c(NC(=O)CSc2ncn[nH]2)c(=O)n(-c2ccccc2)n1C	5	106	nt	-7	86	93	nt	-5	106
O=C(CN1C(=O)COCC1=O)N1CCOCC1	-8	169	-3%	nt	nt	nt	8%	8	169
CN1CCN(C(=O)c2cnn3c(C(F)(F)F)cc(-c4ccc5c(c4)OCO5)nc23)CC1	0	127	4%	14	79	65	-41%	0	127
CC1CCN(C(=O)CCc2nc3cc(S(=O)(=O)N(C)C)ccc3n2C)CC1	-3	115	12%	10	88	78	-1%	3	115
O=C(CCC1COc2ccccc2O1)NC1CCCCC1 (configuration not stated)	-5	151	-13%	-4	101	104	4%	5	151
COc1ccc(C2CC(=O)c3cnc(NC(=O)c4cc(OC)cc(OC)c4)nc3C2)cc1 (configuration not stated)	3	98	-11%	-10	79	89	-56%	-3	98
Cc1ccccc1OCCCC(=O)Nc1ccccc1C(F)(F)F	2	166	-7%	nt	nt	nt	9%	-2	166
COc1ccc(-c2noc(CN(C(=O)c3c(-c4ccccc4Cl)noc3C)C(C)C)n2)cc1	-10	160	6%	10	86	76	-70%	10	160
COC(=O)CNc1nc(C2CC2)nc2c1nnn2Cc1ccccc1Cl	-2	111	nt	-7	95	102	nt	2	111
O=C(CNC(=O)c1ccco1)OCN1C(=O)c2ccccc2C1=O	7	111	6%	-1	82	83	11%	-7	111
CSc1ccccc1NC(=O)c1ccoc1C	-11	142	-5%	-3	96	99	-4%	11	142
Clc1ccccc1OCc1nc(-c2ccncc2)no1	-15	119	-4%	27	102	75	24%	15	119

High-throughput results from PubChem.
